# Compound activity deposited in PubChem BioAssay by several laboratories.
# NPY-Y1 PAM-ag – human NPY-Y1 potentiation or agonism, primary screen. P25929. hit rate 0.37% among 220,000. activation, % at 3.6 µM. NPY-Y1 expressing cells, potentiator/agonist activation; in the data active = activation above about 33%, passing the limit was not always enough;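 also: cells stimulated with NPY at EC10 then isoproterenol at EC100; 0% = low agonist plus stimulus and 100% = saturating agonist plus stimulus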
# NPY Y1 blocker – antagonists of human neuropeptide Y receptor Y1; inhibition, % at 3.6 µM; HEK293-CNG Y1 cells, membrane potential fluorescence; NPY at EC95, then isoproterenol; AID 1040; hit rate 1% among 200,000;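 active = inhibition above the campaign mean inhibition of all tested compounds plus 3 SD, cut at about 20% in these data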;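 also: 0% = DMSO wells given NPY plus isoproterenol and 100% = isoproterenol alone without NPY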
#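 Material: HEK293 Y1/CNG channel cell line; also added: NPY (25 nM), isoproterenol (1 µM), Ro 20-1724 (25 µM); doses: one concentration, 3.6 µM, in 0.4% DMSO; schedule: compound incubation 1 h at room temperature, readout 45 min post-stimulation; technique: membrane potential fluorescence; measure: fluorescence ratio normalized to % inhibition between controls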
# Runt-CBFb FRET – inhibitors of human RUNX1 Runt domain binding to CBFb | Q01196+Q13951 | Cerulean-Runt/Venus-CBFb FRET ratio 530/480, 1 h | inhibition, % at 20 µM | hit rate 0.46% among 220,000 | AID 1496;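 active = inhibition over about 50% at 20 µM in the single-dose screen, limit read from the data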;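 also: 0% = DMSO wells and 100% = excess unlabeled CBFb competitor control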
# Target sequence (Q01196 whole entry, looked up, the tested form may be a part): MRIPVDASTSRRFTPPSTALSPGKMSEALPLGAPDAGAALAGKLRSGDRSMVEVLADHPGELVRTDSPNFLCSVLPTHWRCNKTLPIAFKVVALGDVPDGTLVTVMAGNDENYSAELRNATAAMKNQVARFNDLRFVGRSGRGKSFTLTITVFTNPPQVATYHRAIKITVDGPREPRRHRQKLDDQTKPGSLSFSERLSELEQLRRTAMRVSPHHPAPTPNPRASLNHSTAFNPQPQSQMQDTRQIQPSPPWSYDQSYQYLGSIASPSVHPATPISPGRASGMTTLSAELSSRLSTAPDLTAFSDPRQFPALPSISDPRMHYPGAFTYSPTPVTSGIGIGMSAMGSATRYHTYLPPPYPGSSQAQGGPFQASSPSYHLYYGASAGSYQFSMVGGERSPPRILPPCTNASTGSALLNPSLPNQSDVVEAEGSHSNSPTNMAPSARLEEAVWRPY
# Target sequence (Q13951 whole entry, looked up, the tested form may be a part): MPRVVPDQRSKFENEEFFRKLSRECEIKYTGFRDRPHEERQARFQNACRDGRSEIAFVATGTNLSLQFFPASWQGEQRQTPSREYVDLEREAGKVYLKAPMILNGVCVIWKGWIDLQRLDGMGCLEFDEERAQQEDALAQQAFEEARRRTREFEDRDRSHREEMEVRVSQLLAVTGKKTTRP
#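 Buffer or medium: Tris pH 7.5 buffer with BSA. Assay system: Cerulean-labeled Runt domain protein. Amount: each fluorescent fusion protein 100 nM. Read-out basis: loss of energy transfer signal. Incubation: 1 h compound exposure, room temperature. Probe or stimulus: Venus-CBFb binding partner, 100 nM. Detection: FRET, excitation 422 nm, emission at 530 and 480 nm.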
# NPY-Y2 PAM-ag – human NPY-Y2 potentiation or agonism, primary screen. P49146. cells expressing NPY-Y2, potentiator/agonist read-out. activation, % at 3.6 µM. hit rate 0.45% among 220,000; in the data active = activation above about 27%;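 also: cells stimulated with NPY near EC25 plus isoproterenol at EC100; 0% = vehicle plus submaximal agonist and 100% = vehicle plus saturating agonist; some results beyond the cut were filed as inactive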
# Ba/F3 V617F tox – lowers viability of Ba/F3 cells expressing EpoR and JAK2V617F | ATP luminescence | inhibition, % at 5.6 µM | hit rate 1.1% among 220,000;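 active = inhibition above the campaign mean plus 3 SD over all tested compounds, cut at about 24% in these data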;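 also: cytokine-independent growth of Ba/F3 cells driven by EpoR plus mutant JAK2; 0% = DMSO-treated cells and 100% = JAK inhibitor I control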
# S1P4 antag – blocks the human S1P4 receptor; O95977; S1P4-expressing cells, antagonist mode, reporter read-out; inhibition, % at 4.98 µM; hit rate 0.26% among 220,000; AID 1510; in the data active = inhibition above about 29%;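 also: 0% = wells stimulated with agonist and 100% = vehicle wells without agonist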
# RBBP9 inh – human RBBP9 hydrolase inhibition | O75884 | recombinant RBBP9, FP-Rh probe fluorescence polarization | inhibition, % at 7.94 µM | hit rate 0.2% among 220,000 | AID 1515;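 active = inhibition above the campaign mean of all tested compounds plus 3 SD, cut at about 14% in these data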;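 also: plate controls were DMSO wells with RBBP9 for no effect and wells lacking RBBP9 protein for full effect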
# Target sequence (O75884 whole entry, looked up): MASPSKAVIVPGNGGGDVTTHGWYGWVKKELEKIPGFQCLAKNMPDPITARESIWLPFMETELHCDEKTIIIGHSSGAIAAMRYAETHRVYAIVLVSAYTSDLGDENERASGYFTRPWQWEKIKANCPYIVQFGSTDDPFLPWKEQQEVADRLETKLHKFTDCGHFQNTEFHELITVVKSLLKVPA
#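 Material: RBBP9 protein. Amount: RBBP9 at 2.5 µM in dispensed solution, before mixing. Schedule: 30 min then 45 min, 25 °C. Medium: Tris buffer pH 8.0, NaCl, Pluronic. Measured by: fluorescence polarization. Measure: percent inhibition from mP, scaled between DMSO and no-protein wells. Replication: one well per compound.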
# S1P4 agonist – human S1P4 receptor agonism; O95977; S1P4-expressing cell line, agonist reporter assay; activation, % at 4.98 µM; hit rate 0.35% among 220,000; AID 1509; in the data active = activation above about 11%;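 also: 0% = DMSO vehicle and 100% = reference agonist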
# BaF3 parental – counter-screen for JAK2V617F inhibitors: parental Ba/F3 viability inhibitors; CellTiter-Glo ATP luminescence; inhibition, % at 5.6 µM; hit rate 1.1% among 220,000; AID 1486;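 active = inhibition above a per-campaign cutoff, the mean inhibition of all tested compounds plus 3 SD, cut at about 27% in these data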;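 also: 0% = DMSO wells and 100% = JAK Inhibitor I control wells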
# Numbers without * were called inactive; · = not tested or not shown.
SMILES,NPY-Y1 PAM-ag,NPY Y1 blocker,Runt-CBFb FRET,NPY-Y2 PAM-ag,Ba/F3 V617F tox,S1P4 antag,RBBP9 inh,S1P4 agonist,BaF3 parental
CCOCCCNC(=O)c1ccc(N2CCCC2)c(NS(=O)(=O)c2ccc(C)cc2)c1,57.8*,-9.3,-4.0,32.8*,2.6,10.8,3.0,-2.2,7.0
Cc1onc(-c2ccccc2Cl)c1C(=O)Nc1ccc(S(=O)(=O)N2CCCC2)cc1,12.4,2.4,2.4,-0.5,-3.3,-25.7,-13.0,2.1,3.6
CCCCNC(=O)Nc1ccon1,17.4,-2.8,1.1,-8.9,3.7,14.6,-2.6,-0.1,8.2
Cc1ccc(CN(CC2CCCO2)C(=O)CN2C(=O)C(C(C)C)Oc3ccccc32)o1 (centres undefined),1.3,0.0,-4.0,-1.8,-1.1,-12.5,-4.7,0.4,10.2
CC(=O)C1=C(O)CCCC1=NCc1nc2ccccc2[nH]1,8.0,1.5,-1.1,-6.4,-0.1,-3.1,-1.4,0.2,1.4
COC(=O)c1cc(=O)n(Cc2ccccc2)c(=NCc2ccccc2)s1,11.9,-1.3,-1.7,-9.8,2.1,-3.1,-12.6,1.6,2.8
CC(C)c1ccc(NC(=O)CSc2nnc(-c3ccccn3)n2C)cc1,-30.7,2.8,-1.7,-8.3,-0.7,-5.2,2.9,-0.2,0.5
CN1CCN(c2ccc([N+](=O)[O-])cc2C(=O)Nc2ccccc2)CC1,-3.3,3.1,3.7,-2.0,-3.8,-2.8,10.8,-1.0,-0.1
CCOC(=O)c1cc2cc3ccccc3cc2[nH]1,11.3,-7.2,0.8,7.6,-1.0,-17.4,-1.1,5.7,4.6
CC(=O)NCCC(=O)N1CCc2c([nH]c3ccccc23)C1c1cccc(Cl)c1 (centres undefined),-12.4,1.7,-3.7,-3.6,-5.0,-7.7,-1.4,-0.4,-3.8
N#CC(C(=O)NC1CCCCC1)=C1CCCCC1,16.6,-4.8,-0.2,7.6,-2.0,-14.0,-6.8,1.5,0.3
CNC(=O)NC(=S)NC(=O)c1ccccc1Cl,13.8,2.8,0.2,7.7,-2.6,-17.0,-5.7,1.2,3.0
CN(Cc1ncc[nH]1)C(=O)c1cc(COc2c(F)cccc2F)on1,-1.1,2.1,1.2,12.3,0.3,6.7,2.1,0.3,6.2
COc1cc(CNCCN2CCOCC2)ccc1OCc1c(Cl)cccc1Cl,-2.8,4.7,1.0,-9.2,2.5,-2.9,-3.7,-3.7,10.7
CCOC(=O)C1=C(Cc2ccc(Cl)cc2)C(=O)c2ccccc2C1=O,4.1,4.1,41.4,-12.1,1.0,3.0,-6.3,0.4,4.3
O=C(c1cccc(-c2nnc(-c3ccccc3)o2)c1)N1CCCCCC1,11.4,7.5,-2.2,-11.2,-4.7,-14.8,-2.9,-2.4,4.3
CCC(=O)N1c2ccc(S(=O)(=O)CCC(=O)NCc3cccs3)cc2CC1C (centres undefined),9.9,1.3,3.4,5.1,-3.9,-0.5,-3.7,-1.8,-1.1
COc1ccc(/C=N/n2cnnc2)cc1COc1ccccn1,-0.8,-5.8,-0.4,12.7,2.9,3.3,-6.5,-0.3,5.6
Cc1ccc(-c2cc3nc4c(c(=O)n3[nH]2)CCCC4)cc1,-4.3,0.5,·,-0.2,3.8,-11.9,2.6,0.1,1.3
CCCC(=O)Nc1nnc(SCC(=O)Nc2ccc3c(c2)OCCO3)s1,-22.6,7.5,-2.5,-18.2,-7.7,7.6,-3.1,-0.8,1.8
CN(C)C(CNC(=O)c1ccc2ccccc2c1)c1ccco1 (centres undefined),1.3,8.9,0.9,-4.3,1.4,-21.4,-3.2,-0.1,5.4
O=C(N=Nc1c(O)[nH]c2ccc(F)cc12)C1COc2ccccc2O1 (centres undefined),-15.3,·,-0.5,-19.6,-0.3,-9.9,-1.6,1.6,-1.2
Cc1ccc(C)n1-c1ccc2c(c1)COC2=O,11.4,4.5,0.9,0.3,-1.1,-5.3,-6.9,1.5,3.8
CCc1nnc(NS(=O)(=O)c2ccc(NC(=O)OC)cc2)s1,-10.3,5.9,0.0,-6.3,-2.1,1.1,-1.9,0.2,2.8
CCOC(=O)C1=C(C)NC(SCC(N)=O)=C(C#N)C1c1ccncc1 (centres undefined),6.4,-4.5,2.1,0.5,0.6,5.1,-5.4,0.2,-1.1
COc1cc2[nH]c(=S)nc(NCCC(C)C)c2cc1OC,-1.2,3.2,2.6,-8.1,2.3,-4.5,-0.8,-0.2,7.2
COc1ccc(CNC[C@@H](CCCCN(C)Cc2ccc(OC)cc2)N2C[C@H](c3ccccc3)N(CCc3ccc(Cl)c(Cl)c3)C(=O)C2=O)cc1,-6.2,-0.9,1.1,-28.6,1.6,6.5,-3.2,-0.6,4.8
O=C(c1cccs1)N(Cc1ccccn1)Cc1ccco1,-6.9,4.8,1.6,6.8,-2.1,-8.1,-4.0,0.7,-2.0
CCN(CC)CCNC(=O)c1c(O)c2c([nH]c1=O)CCCC2,-1.4,1.0,-0.9,-7.5,2.0,-21.3,-0.3,0.0,0.9
CSc1ccccc1-c1n[nH]c(=S)o1,-24.6,-2.4,7.7,-9.1,6.0,6.3,-2.9,-0.9,14.8
COc1ccc(-n2c(O)cnc2Nc2nc(C)cc(C)n2)cc1OC,4.2,3.7,-1.7,13.7,-3.3,0.0,0.0,0.6,3.3
Cc1cc(S(=O)(=O)Nc2ccc(N(C)C)cc2)c(C)s1,-14.3,1.8,8.9,0.2,-1.4,5.7,-3.4,0.2,3.8
COc1cccc(C(=O)N2CCN(Cc3cc(Br)ccc3OC)CC2)c1,-17.2,0.5,-3.8,-13.1,1.0,-7.7,-8.6,1.4,5.1
CC(C)C(C(=O)Nc1ncn[nH]1)N1C(=O)c2ccccc2C1=O (centres undefined),-14.0,-2.3,0.4,3.0,0.4,2.6,4.8,0.1,5.1
O=C(NC(=S)N1CCN(c2ccccn2)CC1)c1ccccc1,-16.4,2.3,2.8,-4.4,-2.9,6.8,1.4,1.0,1.6
Cc1c(NC(=O)C2(c3ccccc3)CCCC2)c(=O)n(-c2ccccc2)n1C,6.1,1.4,1.2,9.9,0.0,2.0,-2.4,2.2,6.7
COc1cc(-c2nc3n(n2)C(c2ccc(F)cc2)C2=C(CCCC2=O)N3)cc(OC)c1OC (centres undefined),-16.9,6.0,-3.3,1.1,3.4,-5.7,-5.3,-0.3,6.4
CCOC(=O)C(C)Oc1cccc2c(=O)n(CC(=O)Nc3cccc(OC)c3)ccc12 (centres undefined),-1.5,-0.4,-4.0,10.9,0.5,0.0,-7.4,2.1,-1.7
COc1cc(C2C(C#N)=C(N)Oc3c2ccc2ccccc32)ccc1OCC(=O)Nc1ccc(C)cc1 (centres undefined),-2.6,-7.2,-51.0,8.9,-2.0,-3.3,-8.0,0.0,9.4
COc1cc(/C=N/Nc2snc(SC)c2C#N)cc(OC)c1OC,5.8,-2.0,8.4,-3.3,4.4,-9.6,6.5,-0.7,4.7
COC(=O)c1ccc(Cl)c(NC(=O)c2ccc(-c3ccccc3)cc2)c1,-20.0,-1.4,·,-1.9,-1.1,-7.3,-2.2,0.6,0.5
CCOC(=O)C(CC)(CC)/C(C)=N/NC(=O)CC#N,1.3,0.3,0.1,-11.8,3.1,5.0,-4.3,-1.5,4.1
COc1ccc(S(=O)NC2CCCCC2)c(OC)c1C (centres undefined),-5.2,3.4,4.5,-14.4,1.2,-13.6,-6.0,-0.9,-0.1
CCOc1ccc(C(=O)COC(C)=O)cc1,1.1,-1.3,-1.9,9.8,1.1,-16.8,-5.3,2.1,0.9
CCCn1c(SCC(=O)Nc2c(C)cccc2C)nnc1C(C)C,-29.1,-3.7,-1.2,12.6,-0.8,-4.3,-1.2,0.5,2.9
CCOc1ccccc1C(=O)N(CN1CCCC1=O)c1ccc(C)c(Cl)c1,-6.9,4.0,0.3,9.3,-1.3,9.5,3.1,-2.5,1.5
COc1ccc(C(=O)N/C(=C/c2cccs2)C(=O)NC(C)(C)C)cc1OC,-14.8,3.8,-2.6,-0.8,2.2,-3.8,-1.1,1.4,6.3
CC(=O)NC(NC(=S)N1CCCCCC1)C(Cl)(Cl)Cl (centres undefined),-19.5,0.8,0.5,-1.1,5.6,-4.1,-7.6,-1.5,4.4

# Records listed so far marked active in NPY-Y2 PAM-ag:
Molecule | NPY-Y1 PAM-ag | Runt-CBFb FRET | NPY-Y2 PAM-ag | S1P4 antag | RBBP9 inh | S1P4 agonist
CCOCCCNC(=O)c1ccc(N2CCCC2)c(NS(=O)(=O)c2ccc(C)cc2)c1 | 57.8* | -4.0 | 32.8* | 10.8 | 3.0 | -2.2

# An excerpt from above in order of length of the SMILES, high to low:
SMILES,NPY-Y1 PAM-ag,NPY Y1 blocker,Runt-CBFb FRET,NPY-Y2 PAM-ag,Ba/F3 V617F tox,S1P4 antag,RBBP9 inh,S1P4 agonist,BaF3 parental
COc1cc(C2C(C#N)=C(N)Oc3c2ccc2ccccc32)ccc1OCC(=O)Nc1ccc(C)cc1 (centres undefined),-2.6,-7.2,-51.0,8.9,-2.0,-3.3,-8.0,0.0,9.4
COc1cc(-c2nc3n(n2)C(c2ccc(F)cc2)C2=C(CCCC2=O)N3)cc(OC)c1OC (centres undefined),-16.9,6.0,-3.3,1.1,3.4,-5.7,-5.3,-0.3,6.4
COc1ccc(C(=O)N/C(=C/c2cccs2)C(=O)NC(C)(C)C)cc1OC,-14.8,3.8,-2.6,-0.8,2.2,-3.8,-1.1,1.4,6.3
COc1ccc(S(=O)NC2CCCCC2)c(OC)c1C (centres undefined),-5.2,3.4,4.5,-14.4,1.2,-13.6,-6.0,-0.9,-0.1
CCOc1ccc(C(=O)COC(C)=O)cc1,1.1,-1.3,-1.9,9.8,1.1,-16.8,-5.3,2.1,0.9

# Additional compounds.
SMILES,NPY-Y1 PAM-ag,NPY Y1 blocker,Runt-CBFb FRET,NPY-Y2 PAM-ag,Ba/F3 V617F tox,S1P4 antag,RBBP9 inh,S1P4 agonist,BaF3 parental
CC1Cc2ccccc2N1CC(=O)Nc1ccc2c(c1)OCO2 (centres undefined),-14.0,-3.4,0.1,0.1,-4.2,-2.8,-5.6,-0.7,2.2
CC(NC(=O)c1cnc2n(c1=O)CCS2)c1ccccc1 (centres undefined),3.2,0.3,-2.6,-16.4,-0.9,-1.0,0.5,-0.2,-0.2
O=C(NNC1CC(=O)N(c2ccc(Cl)cc2)C1=O)c1ccccn1 (centres undefined),-6.4,-3.1,-0.9,3.4,-2.1,-13.6,-6.4,1.3,0.5
Cc1ccc2nc(C)c(C(=O)N/N=C/c3cccs3)n2c1,-19.8,-1.1,-1.9,-8.8,-5.9,1.5,1.1,-2.6,-1.1
